BRCA1 expr act: BRCA1 expression activation; 380,000 compounds, 1.1% hits; AID 624202; MCF7-BRCA1-FFLuc reporter, luminescence, 48 h; response scale: scaled: vehicle 0%, 10 µM genistein 100%; Potency, µM (highest dose often 46.1 µM), for the others: top-dose activation, actives largely listed as activators; further: potency means the concentration at half of the fitted maximal effect; nearly all actives have a fitted effect of over 80% in size; some results filed as inactive show a strong effect at the top dose
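Reporter cells (MCF7, BRCA1 promoter-firefly luciferase) received library compounds across a concentration series for 48 h. End-point luminescence was measured and concentration-effect curves derived after normalization.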
Eya2 inh: blocks the phosphatase activity of human Eya2; O00167; recombinant Eya2, OMFP fluorescence dephosphorylation (OMFP is methylfluorescein phosphate); Potency, µM (series often up to 76.9 µM), for inactives: at the highest dose activity, negative = inhibition, actives largely listed as inhibitors; 330,000 compounds, 0.006% hits; AID 488837; further: potency means the concentration at half of the fitted maximal effect; on the % scale 0 is the no-effect control and ±100 the full control effect
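Eya2 (0.2 uM) preincubated 10 min at ambient with compound, then OMFP substrate added at 50 uM; 10 min reaction in 50 mM HEPES pH 7.5, 50 mM NaCl, 5 uM MgCl2, 0.05% BSA, 1 mM DTT. Fluorescence read at Ex 485/Em 525 nm.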
PTAP TSG101 blk: blocks PTAP/TSG101 interaction to inhibit HIV-1 budding | Fluorescence polarization, FITC-PTAP peptide / Tsg101 binding | 340,000 tested, under 10 active | Potency, µM (series often up to 115 µM), for inactives: at the highest dose activity change, negative = inhibition, usual class: inhibitors | Q99816; active means well fitted inhibition curve with a large enough effect in the main read-out, with a control signal flat, not every such curve was filed as active; inconclusive means small, poorly fitted or top-dose-only effect, or effect the other way, or a change in a side signal; inactive means no such curve, though single readings can be large or run the other way; further: potency means the concentration at half of the fitted maximal effect; % of control where 0% means no effect
Target sequence (Q99816 whole entry, looked up): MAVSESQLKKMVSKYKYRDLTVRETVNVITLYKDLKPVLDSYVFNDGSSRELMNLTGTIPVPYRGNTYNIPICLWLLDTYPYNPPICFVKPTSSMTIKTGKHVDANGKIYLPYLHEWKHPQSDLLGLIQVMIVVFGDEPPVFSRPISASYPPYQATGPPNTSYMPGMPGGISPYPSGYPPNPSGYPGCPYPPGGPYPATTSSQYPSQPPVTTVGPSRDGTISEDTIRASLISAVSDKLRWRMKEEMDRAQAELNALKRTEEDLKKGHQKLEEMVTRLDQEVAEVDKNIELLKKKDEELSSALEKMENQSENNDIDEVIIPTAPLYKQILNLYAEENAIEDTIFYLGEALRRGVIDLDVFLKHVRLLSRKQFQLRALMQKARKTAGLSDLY
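Fluorescence anisotropy tracks displacement of a FITC-tagged PTAP peptide (50 nM) from the Tsg101 binding domain (10 uM), following a 20 min room-temperature incubation at pH 7.5.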
ELG1 genotox: induces genotoxicity in HEK293T cells with luciferase-tagged ELG1; AID 504466; Potency, µM (doses to about 46 µM), without a hit: at the top dose activity change, positive = activation, actives largely listed as activators; HEK293T ELG1-luciferase reporter, luminescence, 16 h; 330,000 compounds, 1.3% hits; further: potency means the concentration at half of the fitted maximal effect; % of control where 0% means no effect; nearly all actives have a fitted effect of over 60% in size
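ELG1-luciferase HEK293T cells, 2,000/well; compound pinned in; 16 hr, 37 °C, 5% CO2; ONE-Glo, 30 min RT; luminescence on CCD imager.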
TRPV1 agonist: activates the human vanilloid receptor TRPV1 | Q8NER1 | TRPV1-expressing cells, Fluo-8 calcium influx, agonist mode | activation, % at 8.33 µM | 320,000 compounds, 0.19% hits | AID 540275; in the data active means activation above about 80%; inconclusive means between about 30% and that limit; further: 0% is about no effect
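TRPV1-expressing cells were cultured overnight at 35.5C and loaded with Fluo-8 calcium dye for 40 to 90 min at room temperature. After a 10 s baseline, compound was added and calcium influx was read kinetically for 3 min (ex 480/em 520 nm).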
B2AR arrestin: beta2AR (human) beta-arrestin recruitment activity; P07550; beta-arrestin recruitment to beta2AR, cell-based reporter; Potency, µM (doses to about 46.1 µM), for the others: top-dose activation, most hits filed as activators; 330,000 compounds, 0.02% hits; AID 492947;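 further: potency means the concentration at half of the fitted maximal effect; 0% = DMSO controls and full agonism = EC100 isoproterenol or metaproterenol; nearly all actives have a fitted effect of over 65% in size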
USP2a inh: inhibitors of human ubiquitin-specific protease USP2a | Potency, µM (series often up to 38.3 µM), inactives show at the highest dose activity change, negative = inhibition, usual class: inhibitors | USP2 core, Ub-CHOP2 coupled fluorogenic reporter, 485/531 | AID 463254 | 330,000 compounds, 0.01% hits | O75604;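 further: potency means the concentration at half of the fitted maximal effect; plate controls were DMSO wells for no effect and full inhibition by NEM control for full effect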
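Deubiquitinase activity read as fluorescence (485/531 nm) after Ub-CHOP2 cleavage activates the enterokinase reporter on its substrate; USP2 core 10nM, Ub-CHOP2 and substrate 25nM each, 30min compound preincubation then 60min RT; data normalized to NEM, curves fitted.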
a7 integrin act: activators of alpha7 integrin expression for muscular dystrophy | alpha7betagal myoblasts, beta-gal FDG fluorescence, 48 h | Potency, µM (top dose mostly 38.3 µM), for inactives: at the highest dose activation, most hits filed as activators | 350,000 compounds, 0.064% hits | AID 624291;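 further: potency means the concentration at half of the fitted maximal effect; 100% = response of the positive control SU9516; nearly all actives have a fitted effect of over 60% in size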
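Alpha7betagal+/- myoblasts (passage 13) were plated 16-24 hr, then exposed to compounds (1:260 dilution of DMSO stock) for 48 hours at 37C. After MPER lysis, β-galactosidase reporter activity was read as FDG fluorescence (ex 480/em 540) after 30 minutes.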
S-ASM inh: inhibitors of human secretory acid sphingomyelinase; P17405; placental ASM, HMU-PC fluorogenic substrate, 60 min; Potency, µM (series often up to 57.5 µM), without a hit: at the highest dose activity change, negative = inhibition, hits mostly inhibitors; 340,000 compounds, 0.006% hits; AID 504937; further: potency means the concentration at half of the fitted maximal effect
Target sequence (P17405 47-631 limits assumed): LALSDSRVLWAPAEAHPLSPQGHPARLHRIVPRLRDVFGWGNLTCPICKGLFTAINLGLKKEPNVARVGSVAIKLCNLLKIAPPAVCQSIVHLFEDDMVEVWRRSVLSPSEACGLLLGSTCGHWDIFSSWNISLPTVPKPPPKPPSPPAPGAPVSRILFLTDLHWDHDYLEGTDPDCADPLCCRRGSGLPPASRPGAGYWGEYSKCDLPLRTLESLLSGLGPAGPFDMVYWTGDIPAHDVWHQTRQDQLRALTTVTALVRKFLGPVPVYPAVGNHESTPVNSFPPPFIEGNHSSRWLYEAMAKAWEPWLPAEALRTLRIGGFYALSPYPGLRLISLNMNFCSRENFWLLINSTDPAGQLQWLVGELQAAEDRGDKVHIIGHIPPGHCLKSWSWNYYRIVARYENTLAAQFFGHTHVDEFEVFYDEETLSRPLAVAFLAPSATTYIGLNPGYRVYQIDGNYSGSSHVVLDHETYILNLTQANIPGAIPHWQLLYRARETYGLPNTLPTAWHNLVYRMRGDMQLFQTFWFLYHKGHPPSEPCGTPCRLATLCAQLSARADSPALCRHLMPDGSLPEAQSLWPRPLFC
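Steps: dispense placental human ASM, pin compound, wait 10 min at room temperature, add HMU-PC0 substrate at 9 uM final, incubate 60 min at 37 °C, add stop solution raising pH to 10, read fluorescence.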
p53 reactivation: restores transcriptional activity of mutant p53; Potency, µM (series often up to 92.2 µM), for the others: at the highest dose activity change, positive = activation, actives largely listed as activators; 320,000 compounds, 0.063% hits; H1299 p53-A138V BP100-luciferase reporter, luminescence, 24 h; AID 504706; further: potency means the concentration at half of the fitted maximal effect; % of control where 0% means no effect; nearly all actives have a fitted effect of over 45% in size
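p53-null H1299 cells stably carrying temperature-sensitive p53-A138V and a BP100-luciferase reporter were pinned with compounds (4-point, 1:5 series) and held 24 hrs at 37 deg C. Luminescence was read 10 min after detection reagent.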
uPA surface inh: inhibitors of cell surface uPA generation; Potency, µM (series often up to 38.3 µM), without a hit: at the top dose activity change, negative = inhibition, actives largely listed as inhibitors; cell surface uPA generation assay, qHTS; 330,000 compounds, 0.31% hits; active means well fitted inhibition curve with a large enough effect; inconclusive means small, poorly fitted or top-dose-only effect; inactive means no such curve, though single readings can be large or run the other way; tested in mouse RAW 264.7 cells; further: potency means the concentration at half of the fitted maximal effect; on the % scale 0 is the no-effect control and ±100 the full control effect; nearly all actives have a fitted effect of over 55% in size
Active calls of the source: *; ? = inconclusive; · = no result given; [ ] = dose if it differs, or a comment. Unless noted, the call rests on the fitted dose curve; in most records, active means well fitted curve in the direction sought with a large enough effect; inconclusive means small, poorly fitted or top-dose-only effect, or another doubt; inactive means no such curve, though single readings can be large; an effect the other way counts as inactive or inconclusive.

SMILES	BRCA1 expr act	Eya2 inh	PTAP TSG101 blk	ELG1 genotox	TRPV1 agonist	B2AR arrestin	USP2a inh	a7 integrin act	S-ASM inh	p53 reactivation	uPA surface inh
CC(=O)Nc1ccc(NC(=O)CSCc2ccccc2Cl)cc1	0%	·	-2%	·	·	·	·	2%	-3%	·	-1%
Cc1ccc(-c2csc(N3C(=N)SCC3=O)n2)cc1	?	?	0%	10µM*	9	4.3%	0%	4%	1%	?	0%
O=C(O)C(Cc1ccccc1)N1C(=O)/C(=C/c2cccc3ccccc23)SC1=S (stereo not drawn)	·	-7%	·	-8%	0	-1.3%	3%	·	·	5%	·
CCCCOC(=O)CSc1nc(N)c(C#N)c(-c2ccc(OC)cc2)c1C#N	-6%	-17%	-5%	0%	2	-0.6%	-2%	2%	-10%	-3%	0%
O=C1CC(N2CCN(c3cccc(C(F)(F)F)c3)CC2)C(=O)N1c1ccc(F)cc1 (stereo not drawn)	5%	-6%	-5%	-4%	·	4.7%	5%	-9%	-3%	2%	·
COc1ccc(C(CNC(=O)c2oc3cc(C)c(C)cc3c2C)N2CCCCC2)cc1 (stereo not drawn)	0%	7%	-1%	-4%	-1	0.3%	1%	30%	3%	-8%	-2%
CCc1nnc(NC(=O)c2ccc(S(=O)(=O)N3CCCC(C)C3)cc2)s1 (stereo not drawn)	-8%	1%	-2%	-1%	11	0.5%	0%	-15%	-2%	7%	9%
COc1cccc(OC)c1C(=O)Nc1ccc(CN2CCOCC2)cc1	0%	15%	3%	-9%	5	0.0%	1%	19%	2%	-3%	0%
CC(C)(C)c1ccc(CS(=O)(=O)CC(O)CN2CCCC2=O)cc1 (stereo not drawn)	-14%	5%	-1%	2%	0	0.2%	3%	?	2%	-1%	1%
Cc1ccc(N(Cc2cc3cccc(C)c3[nH]c2=O)S(=O)(=O)c2ccccc2)c(C)c1	-25%	-7%	-4%	-10%	3	-0.1%	1%	0%	-4%	-3%	-17%
CC(C(=O)NC(C)(C)C)N(Cc1cccs1)C(=O)CCN1CCc2ccccc21 (stereo not drawn)	-34%	-1%	-6%	-5%	24	0.2%	1%	4%	-1%	-5%	-2%
CCN(CC)S(=O)(=O)c1ccc2oc(C(=O)NCCN3CCOCC3)c(C)c2c1	-11%	1%	-1%	-1%	17	0.4%	0%	15%	-5%	-2%	·
Cc1ccc(CCN2CC(C(=O)NCCCN3CCN(C)CC3)CC2=O)cc1 (stereo not drawn)	1%	15%	-1%	1%	·	0.0%	4%	21%	1%	-3%	-2%
CC(=O)CC(=O)NC(=NC1CCCCC1)Nc1nc(C)cc(C)n1	-74%	20%	-3%	0%	8	0.1%	0%	-34%[inhibitor]	-1%	1%	-2%
COc1ccc(C(=O)N(C)CCCC2CCCC2)cc1OC1CCN(C(C)=O)CC1	-35%	-9%	-3%	-5%	5	-0.7%	-1%	-38%	1%	-14%	-18%
CC1CCN(C(=O)C2CCN(S(=O)(=O)c3cc(Cl)ccc3Cl)CC2)CC1	-6%	-13%	-5%	0%	?	-0.2%	-8%	2%	-2%	2%	-1%
CCOC(=O)c1cc(-c2ccccc2)nn1CC1CC(c2cccnc2)=NO1 (stereo not drawn)	8%	·	-2%	·	·	·	·	0%	0%	·	3%
CCOC(=O)c1ccc(S(=O)(=O)Nc2ccccc2-c2nnn(CC)n2)cc1	-35%	6%	-2%	-8%	12	-0.2%	-5%	-4%	5%	4%	-4%
O=C(Nc1ccc2c(c1)OCO2)C1CCCN1C(=O)OCc1ccccc1 (stereo not drawn)	-23%	0%	-1%	8%	-1	3.6%	-2%	1%	-3%	-5%	7%
Cc1ccc(S(=O)(=O)N2CCOCC2)cc1NC(=O)COC(=O)C1COc2ccccc2O1 (stereo not drawn)	7%	-3%	-5%	0%	2	0.4%	1%	17%	-6%	-3%	-2%

As entered above.
`CC(C(=O)NC(C)(C)C)N(Cc1cccs1)C(=O)CCN1CCc2ccccc21` (stereo not drawn) @ USP2a inh = 1%
`CCCCOC(=O)CSc1nc(N)c(C#N)c(-c2ccc(OC)cc2)c1C#N` @ S-ASM inh = -10%
`CC1CCN(C(=O)C2CCN(S(=O)(=O)c3cc(Cl)ccc3Cl)CC2)CC1` @ uPA surface inh = -1%

Profiles, looked up by structure. Order of values: BRCA1 expr act, Eya2 inh, PTAP TSG101 blk, ELG1 genotox, TRPV1 agonist, B2AR arrestin, USP2a inh, a7 integrin act, S-ASM inh, p53 reactivation, uPA surface inh
CCOC(=O)c1ccc(S(=O)(=O)Nc2ccccc2-c2nnn(CC)n2)cc1 as listed: -35%, 6%, -2%, -8%, 12, -0.2%, -5%, -4%, 5%, 4%, -4%
COc1cccc(OC)c1C(=O)Nc1ccc(CN2CCOCC2)cc1 as listed: 0%, 15%, 3%, -9%, 5, 0.0%, 1%, 19%, 2%, -3%, 0%
COc1ccc(C(CNC(=O)c2oc3cc(C)c(C)cc3c2C)N2CCCCC2)cc1 (stereo not drawn) as listed: 0%, 7%, -1%, -4%, -1, 0.3%, 1%, 30%, 3%, -8%, -2%
O=C1CC(N2CCN(c3cccc(C(F)(F)F)c3)CC2)C(=O)N1c1ccc(F)cc1 (stereo not drawn) as listed: 5%, -6%, -5%, -4%, ·, 4.7%, 5%, -9%, -3%, 2%, ·
CCOC(=O)c1cc(-c2ccccc2)nn1CC1CC(c2cccnc2)=NO1 (stereo not drawn) as listed: 8%, ·, -2%, ·, ·, ·, ·, 0%, 0%, ·, 3%

Following part.
SMILES	BRCA1 expr act	Eya2 inh	PTAP TSG101 blk	ELG1 genotox	TRPV1 agonist	B2AR arrestin	USP2a inh	a7 integrin act	S-ASM inh	p53 reactivation	uPA surface inh
O=C(CSc1ncc(-c2ccc(F)cc2)[nH]1)N1CCCCC1	11µM*	2%	-2%	?	0	-0.2%	1%	13%	-2%	?	-6%
O=C(CNC(=O)c1cccs1)NCC(=O)OCc1cccc(Cl)c1	-1%	-4%	-7%	0%	-2	0.2%	4%	13%	2%	-3%	1%
Cc1cccc2c(N=O)c(O)[nH]c12	-30%	-7%	-4%	8%	-2	0.7%	0%	-25%	-1%	-1%	6%
COc1ccc(C(=O)NC=C2C(=O)OC(C)(C)OC2=O)cc1	0%	19%	-1%	-1%	-4	-0.2%	6%	-10%	3%	2%	5%
N#Cc1c(N)nc(N)nc1Nc1ccc(Br)cc1	?	-16%	-2%	9.2µM*	3	0.4%	13%	-30%	0%	?	-4%
CCOC(=O)N1CCN(S(=O)(=O)c2ccc(OC)c(Br)c2)CC1	-8%	4%	-3%	1%	15	-0.2%	-1%	3%	2%	·	2%
Cc1csc(CNC(=O)CC2C(=O)NCCN2Cc2ccc(F)cc2Cl)n1 (stereo not drawn)	-10%	15%	-3%	2%	2	-0.3%	1%	-18%	3%	-13%	-3%
O=C(NC1CCCCC1)c1cc(-c2cccc(Cl)c2)on1	4.5µM*	-5%	-4%	?	8	-0.1%	-7%	14%	-3%	19%	0%
CCOC(=O)c1c(C)[nH]c(C(=O)N/N=C/c2cccc(OC)c2)c1C	-15%	-10%	-2%	0%	-2	0.1%	1%	-8%	-7%	?	-13%
COc1ccc(CC(=O)O/N=C(\N)c2ccc(OC)cc2)cc1	?	19%	0%	7%	-8	-0.4%	-4%	-4%	-1%	12%	4%
CCOC(=O)C1(C)NC(c2cccs2)C2C(=O)N(c3ccc(OC)cc3)C(=O)C21 (stereo not drawn)	-7%	7%	-3%	1%	0	-1.1%	0%	11%	-2%	-1%	1%
C=CCNC(=S)Nc1ccc(OC(F)F)c(Cl)c1	23%	8%	-3%	-7%	7	-0.1%	7%	2%	-3%	0%	1%
CNC[C@H]1Oc2c(NS(=O)(=O)c3cccs3)cccc2C(=O)N([C@H](C)CO)C[C@@H]1C	4%	-31%	-3%	4%	·	0.0%	3%	9%	5%	-6%	7%
CN(CCc1cnn(C)c1)C(=O)C1CCC(=O)N(CC2CCCCC2)C1 (stereo not drawn)	-3%	2%	-4%	0%	-1	-0.3%	-2%	-14%	1%	11%	-7%

Screening data from PubChem.
